Screens (PubChem BioAssay)
AHR activator – human AHR activation. hit rate 2.5% among 320,000. AHR-responsive luciferase reporter cells, luminescence. activation, % at 5 µM; in the data active = activation above about 47%;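 note: 0% = vehicle wells and 100% = reference agonist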
Target sequence (P35869 whole entry, looked up): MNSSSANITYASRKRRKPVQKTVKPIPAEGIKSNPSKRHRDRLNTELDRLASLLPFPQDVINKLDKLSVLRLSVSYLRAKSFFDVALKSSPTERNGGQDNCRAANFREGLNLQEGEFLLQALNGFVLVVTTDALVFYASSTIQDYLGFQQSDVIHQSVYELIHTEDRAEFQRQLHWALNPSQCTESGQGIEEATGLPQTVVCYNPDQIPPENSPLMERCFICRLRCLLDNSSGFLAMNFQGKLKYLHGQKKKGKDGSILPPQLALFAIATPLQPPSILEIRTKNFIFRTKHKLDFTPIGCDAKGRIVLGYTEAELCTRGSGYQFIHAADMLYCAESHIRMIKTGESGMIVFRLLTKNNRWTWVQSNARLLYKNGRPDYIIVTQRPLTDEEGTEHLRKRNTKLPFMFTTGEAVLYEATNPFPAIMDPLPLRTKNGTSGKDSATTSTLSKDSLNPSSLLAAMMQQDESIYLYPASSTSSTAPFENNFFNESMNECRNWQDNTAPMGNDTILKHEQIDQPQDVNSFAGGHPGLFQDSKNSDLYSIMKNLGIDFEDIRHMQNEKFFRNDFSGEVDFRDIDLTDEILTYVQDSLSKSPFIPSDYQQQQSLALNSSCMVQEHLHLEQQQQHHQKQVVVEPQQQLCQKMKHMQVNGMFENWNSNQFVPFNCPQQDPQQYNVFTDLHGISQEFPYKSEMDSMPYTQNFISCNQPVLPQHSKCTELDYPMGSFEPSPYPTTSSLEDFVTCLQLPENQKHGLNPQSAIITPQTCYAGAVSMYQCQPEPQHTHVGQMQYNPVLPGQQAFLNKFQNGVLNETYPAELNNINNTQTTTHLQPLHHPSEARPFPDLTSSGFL
RPL19A TOR yeast – alters RPL19A-GFP fluorescence in TOR pathway yeast screen. S. cerevisiae RPL19A-GFP strain, flow cytometry, 3 h; active compounds read low. percent response vs DMSO, % at 10 µM. hit rate 0.3% among 330,000;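 active = percent response vs DMSO below 50%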;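 note: median channel GFP fluorescence of the barcoded RPL19A-GFP strain; ratio of sample median GFP to plate DMSO average so 100% = DMSO; lower means less RPL19A-GFP as with rapamycin TOR inhibition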
procasp3 activ – activates human procaspase-3; P42574; hit rate 0.11% among 330,000; recombinant procaspase-3 D3A, Ac-DEVD-pNA absorbance 405 nm; activation, % at 8.5 µM;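 active = activation above the mean of all tested compounds plus 3 SD, cut at about 21% in these data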;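 note: 0% = DMSO alone and 100% = DMSO wells spiked with extra 5 µM PC-3 D3A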
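Assay system – Procaspase-3 D3A mutant, all three cleavage aspartates alanine · Controls – DMSO-only low control, 5 µM PC-3 D3A high control · Schedule – 1 h compound preincubation, 2 h substrate hydrolysis at 25 °C · Signal – 405 nm absorbance of p-nitroaniline, reads at 0 and 120 min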
procasp7 counter – counter-screen for procaspase-3 activators: activators of human procaspase-7; P55210; recombinant procaspase-7, Ac-DEVD-pNA absorbance 405 nm; D23A/D198A/D206A triple mutant, cannot self-cleave; scale: DMSO 0, 5 µM enzyme 100; activation, % at 8.5 µM; hit rate 0.093% among 330,000; AID 463210;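 active = percent activation above the screen-wide mean plus 3 SD, cut at about 25% in these data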
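System: Uncleavable procaspase-7 mutant enzyme; Amount: 2 µM procaspase-7 mutant as dispensed; Schedule: 1 h compound preincubation, 2 h substrate cleavage, 25 °C; Measured by: 405 nm absorbance of p-nitroaniline; Evaluation: percent activation from buffer-corrected 0–120 min absorbance change; Control set: low DMSO alone, high DMSO plus 5 µM PC-7.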
CIT2 TOR yeast – modulators of TOR pathway CIT2-GFP in S. cerevisiae; S. cerevisiae CIT2-GFP strain, flow cytometry, 3 h; 100 means same as DMSO wells; GFP response vs DMSO, % at 10 µM; hit rate 0.065% among 320,000; AID 2029;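 active = GFP response relative to DMSO above a set limit, near the screen mean plus 3 SD, cut at about 150% in these data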;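 note: ratio of well median GFP fluorescence to mean of DMSO wells on the plate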
AGP1 TOR yeast – modulators of TOR pathway AGP1-GFP in S. cerevisiae; S. cerevisiae AGP1-GFP multiplex flow cytometry, 3 h; GFP as percent of DMSO wells; GFP response vs DMSO, % at 10 µM; hit rate 0.02% among 320,000; AID 2066;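 active = GFP response relative to DMSO above a set limit, near screen average plus 3 SD, cut at about 150% in these data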;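 note: median GFP channel fluorescence of the gated AGP1 strain per well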
MEP2 TOR yeast – modulators of TOR pathway MEP2-GFP in S. cerevisiae; AID 2016; S. cerevisiae MEP2-GFP strain, flow cytometry GFP, 3 h; 100% = DMSO control level; GFP response vs DMSO, % at 10 µM; hit rate 0.51% among 330,000;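 active = GFP response versus DMSO above a set limit, roughly screen mean plus 3 SD, cut at about 180% in these data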;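 note: median GFP fluorescence of the barcode-gated MEP2-GFP cells per well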
LAP4-GFP MLPCN – alters LAP4-GFP fluorescence in TOR pathway yeast screen. S. cerevisiae LAP4-GFP multiplex, flow cytometry GFP, 3 h; median GFP as percent of DMSO wells. GFP response vs DMSO, % at 10 µM. hit rate 0.34% among 320,000. AID 2023;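 active = GFP response vs DMSO above a set limit, about the screen mean plus 3 SD, cut at about 150% in these data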
* hit, by the source's call.

SMILES	AHR activator	RPL19A TOR yeast	procasp3 activ	procasp7 counter	CIT2 TOR yeast	AGP1 TOR yeast	MEP2 TOR yeast	LAP4-GFP MLPCN
CN(C)S(=O)(=O)c1ccc(NC(=O)c2ccccn2)cc1	2	94	-14	7	93	94	87	87
O=C(CN1CCN(c2ccc(F)cc2)CC1)Nc1cccnc1Cl	9	116	2	2	119	117	122	106
COc1cccc(NC(=O)Nc2cccn(Cc3ccc(C)cc3)c2=O)c1	6	88	0	-7	86	96	90	106
Cc1cc(C)cc(-n2c(C)cc(C(=S)N3CCOCC3)c2C)c1	2	104	-8	-6	99	101	103	97
O=C1NC(c2ccccc2)(C(F)(F)F)SC2=CCCCCN12 (stereo unspecified)	-3	105	-13	-6	98	109	109	111
O=C(O)COc1ccccc1C1C2C(=O)N(c3ccc(F)cc3)C(=O)C2ON1c1ccccc1 (stereo unspecified)	3	98	-8	7	102	102	99	95
CCOC(=O)c1cnc2ccc(OCC)cc2c1N1CCN(c2ccccc2)CC1	17	91	11	0	88	92	90	92
Clc1ccc(OCc2cn3ccccc3n2)c2ncccc12	49*	102	-4	1	101	103	102	108
Cc1ccc2c(Cl)c(C(=O)Nc3cc(C)on3)sc2c1	2	103	11	-6	114	107	107	102
CC(C)[C@H](Nc1ccc(S(=O)(=O)N2CCOCC2)cc1[N+](=O)[O-])C(=O)OCC(=O)N(C(C)C)C(C)C	0	100	-2	-8	97	96	93	89
O=C(CCNC(=O)c1ccccc1)Nc1ccc(F)c(Cl)c1	-5	96	0	5	97	96	105	102
COC(=O)c1ccc(NC(=S)NC2c3ccccc3CC2O)cc1 (stereo unspecified)	5	97	-6	6	97	104	100	101
CCOCCCNC(=O)C(NC(=O)c1ccc(NC(C)=O)cc1)c1ccc(C)cc1 (stereo unspecified)	5	109	-2	5	107	99	96	92
CCOC(=O)C(=CNc1cc(C)ccc1-n1cccc1)C(=O)OCC	9	97	-1	5	96	96	102	98
CC1CCN(c2c([N+](=O)[O-])c(=O)n(-c3ccccc3)c3ccccc23)CC1	0	100	14	4	110	100	107	99
Cc1ccc(C)c(-c2nnc(NC(=O)c3ccco3)o2)c1	5	98	5	-2	83	97	97	122
C/C(=N/NC(=O)c1cc(C)[nH]n1)c1ccco1	15	91	4	5	94	97	104	105
CC1(O)c2ccccc2C(=O)N1Cc1ccccc1 (stereo unspecified)	-3	98	-1	-2	97	99	101	106
Cc1ccc(/C=N/NC(=O)Cc2c(F)cccc2Cl)s1	35	104	-3	-2	96	87	97	73
O=C(CCCCCNC(=O)N1CCn2c1nc1ccccc12)N[C@H](C(=O)O)c1ccccc1	0	101	-1	-4	101	104	108	107
CN(C)S(=O)(=O)N(CC(=O)Nc1cccc(F)c1)c1ccccc1	3	99	5	-2	103	99	100	99
Cc1ccc2c(C)c(C(=O)N(Cc3ccc(F)cc3)C3CCS(=O)(=O)C3)oc2c1 (stereo unspecified)	8	96	-8	-3	91	94	104	90
CCOC(Cn1c(SCc2cc(C(C)=O)ccc2OC)nc2ccccc2c1=O)OCC	-2	100	9	6	117	97	112	99
O=C(NC1CC1)C1CCN(C2CCN(C(=O)Cc3ccc(F)cc3)CC2)CC1	0	104	6	3	90	99	101	100
CC(=O)Oc1ccc2c3c(c(=O)oc2c1)CCCC3	-3	105	-11	9	100	98	101	91
SMILES	AHR activator	RPL19A TOR yeast	procasp3 activ	procasp7 counter	CIT2 TOR yeast	AGP1 TOR yeast	MEP2 TOR yeast	LAP4-GFP MLPCN
c1ccc(-c2csc(-c3ccncc3)n2)cc1	6	96	3	-5	76	76	88	87
COc1ccccc1C1CCN(C(=O)c2cnn(-c3ccccc3)c2C)CC1	-4	97	18	-4	93	99	98	112
CSc1ccc(S(=O)(=O)N2CCC(C(=O)NCCCn3ccnc3)CC2)cc1	4	98	-2	-2	96	101	101	104
O=CNC(Cc1ccccc1)C(=O)O (stereo unspecified)	1	103	2	-5	101	101	107	104
O=C(NC1CCCC1)C(c1ccncc1)N(C(=O)Cc1cccs1)c1cccc(F)c1 (stereo unspecified)	0	99	2	2	110	97	97	98
CCCOc1ccc2c3c(c(=O)oc2c1)CCCC3	-5	104	-3	1	90	103	102	122
COc1ccc(S(=O)(=O)N2CCC(C(=O)NCc3ccccc3)CC2)cc1OC	0	103	4	13	104	101	94	110
O=C(CN1CCc2ccccc2C1)Nc1ccc(OC(F)(F)F)cc1	2	103	-3	-2	101	107	98	100
COc1cc2ccccc2cc1C(=O)OCC(=O)N(CC(C)C)c1c(N)n(Cc2ccccc2)c(=O)[nH]c1=O	1	96	6	3	90	101	95	103
Cc1cccn2c(=O)c3cc(C(=O)N4c5ccccc5CC4C)n(C)c3nc12 (stereo unspecified)	2	100	10	6	100	107	115	106
COc1ccc(CC(=O)NCc2nnc(SCC(=O)Nc3cccc(F)c3)n2C)cc1	0	94	3	2	97	98	100	99
CC(C)(C)C1CCC(=NNC(=O)C(=O)NCc2ccco2)CC1 (stereo unspecified)	6	60	1	18	84	83	115	88
COC(=O)C1=C[C@@H](C(=O)OC)[C@@H]2C3=C(C(=O)C2(C)C)[C@H](C)n2c(=O)n(-c4ccccc4)c(=O)n2[C@@H]3C1	8	104	-4	0	93	93	92	109
S=c1nccc(-c2cc(Cl)sc2Cl)[nH]1	-2	97	-4	-1	101	104	103	101
CC(=O)N1CCN(c2nc(-c3cccs3)nc3ccccc23)CC1	3	98	-5	3	98	97	103	94
Cc1cc(NC(=O)Cc2ccccc2)c2ccccc2n1	-5	90	2	0	93	94	97	94
NC(=O)C1=C[C@@H](c2csc3ccccc23)C[C@@H](OCc2ccc(CO)cc2)O1	0	99	-1	-12	99	95	94	112
COc1ccc(C(c2nnnn2Cc2ccccc2)N2CCN(C(=O)c3ccco3)CC2)cc1OC (stereo unspecified)	6	99	4	-2	94	98	102	96
COc1cccc(OCCOc2ccccc2OC(C)C)c1	13	97	5	6	91	91	97	93
C=CCn1nnnc1-c1cccc(Cl)c1	1	80	3	3	105	78	128	93
COc1ccc(-c2c(N)n[nH]c2C)cc1OC	-1	104	11	-6	99	103	102	95
CCC(C)NCCOCCOc1cc(C)c(Cl)c(C)c1 (stereo unspecified)	4	95	5	2	98	101	95	103
Cc1occc1C(=O)N/N=C/c1cccs1	4	102	0	4	106	106	108	101
CSc1ncccc1C(=O)OCC(=O)c1cccs1	-3	108	6	8	109	103	107	96
COc1cc(NC(=O)COC(=O)c2ccc(S(=O)(=O)N3CC(C)CC(C)C3)cc2)c(C)cc1[N+](=O)[O-] (stereo unspecified)	21	107	2	-6	112	104	110	100

2 of the compounds above, with values under each structure:
Values run as follows: AHR activator	RPL19A TOR yeast	procasp3 activ	procasp7 counter	CIT2 TOR yeast	AGP1 TOR yeast	MEP2 TOR yeast	LAP4-GFP MLPCN
> COC(=O)c1ccc(NC(=S)NC2c3ccccc3CC2O)cc1 (stereo unspecified)
  5	97	-6	6	97	104	100	101
> O=C(NC1CCCC1)C(c1ccncc1)N(C(=O)Cc1cccs1)c1cccc(F)c1 (stereo unspecified)
  0	99	2	2	110	97	97	98

Returning to the listing, repeating the 4 entries before the break.
SMILES	AHR activator	RPL19A TOR yeast	procasp3 activ	procasp7 counter	CIT2 TOR yeast	AGP1 TOR yeast	MEP2 TOR yeast	LAP4-GFP MLPCN
CCC(C)NCCOCCOc1cc(C)c(Cl)c(C)c1 (stereo unspecified)	4	95	5	2	98	101	95	103
Cc1occc1C(=O)N/N=C/c1cccs1	4	102	0	4	106	106	108	101
CSc1ncccc1C(=O)OCC(=O)c1cccs1	-3	108	6	8	109	103	107	96
COc1cc(NC(=O)COC(=O)c2ccc(S(=O)(=O)N3CC(C)CC(C)C3)cc2)c(C)cc1[N+](=O)[O-] (stereo unspecified)	21	107	2	-6	112	104	110	100
CCN(C(=O)COC(=O)c1cc(-c2ccccc2)nc2ccc(Br)cc12)C1CCS(=O)(=O)C1 (stereo unspecified)	4	94	-1	4	101	109	96	97
Cc1cccc(N=Nc2c(C)c(C#N)c(O)[nH]c2=O)c1	20	99	-6	-8	102	102	104	102
CC1Cc2nc(SCC(=O)N3CCCc4ccccc43)n(C)c(=O)c2S1 (stereo unspecified)	3	96	-7	1	94	98	99	101
NC(=O)CSc1nnc(-c2ccc(S(=O)(=O)N3CCCC3)cc2)n1Cc1ccco1	-1	101	8	-9	108	105	100	103
O=Cc1ccc(C(=O)OCC(=O)NCCC2=CCCCC2)cc1	-1	99	6	10	92	108	95	107
NS(=O)(=O)c1ccc(NC(=O)c2ccc(CNS(=O)(=O)c3cc(C(F)(F)F)ccc3Cl)cc2)cc1	0	97	-4	0	90	100	95	105
COCc1cc(=O)n2[nH]c(-c3cccs3)cc2n1	5	102	8	2	97	107	103	117
COC(=O)c1c(-c2c(Cl)cccc2Cl)noc1NC(=O)N(C)C	1	103	6	-3	97	110	90	101
CCC(C)C(NC(N)=O)C(=O)Nc1ccc(OCc2ccccc2)cc1 (stereo unspecified)	2	111	-2	0	110	115	107	104
C=CCNC(=S)NNC(=O)c1cccn(Cc2cccc(Cl)c2)c1=O	3	97	1	4	98	94	101	100
CCOC(=O)/C=C1\SCC(=O)N1CC(=O)NC(C)C	2	103	6	1	104	102	108	98
N#Cc1ccc(C(=O)Nc2cc(S(=O)(=O)Nc3ccc(Cl)cc3)ccc2N2CCCCC2)cc1	105*	99	-4	-15	98	91	101	98
O=C1CN(S(=O)(=O)c2cc(Cl)ccc2Cl)c2ccccc2N1	-3	93	10	19	93	94	101	91
O=C(Cc1ccc(F)cc1)Nc1ccc(Cl)cn1	-3	108	-5	-4	102	106	109	92
COc1cccc(/C=C2\SC(=S)N(C(C)C(=O)NC3C=CS(=O)(=O)C3)C2=O)c1 (stereo unspecified)	4	101	-7	-24	101	108	101	102
Cc1cc(=O)oc2cc(NC(=O)Cc3ccccc3[N+](=O)[O-])ccc12	3	99	1	-7	98	96	104	96
CCCC1(C(=O)O)NC(c2ccccc2O)C2C(=O)N(c3cccc(Cl)c3)C(=O)C21 (stereo unspecified)	2	102	-3	1	103	105	100	97
Nc1nc2ccccc2n1C(=O)c1ccc(F)cc1	28	96	-3	-7	98	93	98	102
COc1ccc(OCCCC(=O)N(CCC2=CCCCC2)c2c(N)n(Cc3ccccc3)c(=O)[nH]c2=O)cc1	0	98	1	5	100	110	102	107
CC(C)(C)NC(=O)NC(=O)COc1ccccc1C#N	3	101	1	3	105	105	99	102
O=C1Nc2ccccc2C12OCCCO2	1	107	2	-1	108	107	118	113
CCOC(=O)c1c(C)noc1CP(=O)(c1ccccc1)c1ccccc1	5	100	2	0	109	102	109	101
Cc1ccn2c(=O)c(NC(=O)COc3ccccc3)c(C)nc2c1	1	92	-6	3	99	93	100	95
COc1cc(-c2[nH]ncc2CN2CCCC2c2nonc2C)cc(OC)c1OC (stereo unspecified)	3	95	-3	7	95	94	99	96
COc1cccc(-n2c(SCC(=O)Nc3cc(C)on3)nc3c([nH]c4ccccc43)c2=O)c1	103*	98	-1	-7	102	101	104	100
CN(C)S(=O)(=O)N1CCc2ccc(NC(=O)c3ccccc3Cl)cc2C1	13	102	-3	15	101	103	106	87
CCn1c(SCC(=O)N2CCCc3ccccc32)nc2c1c(=O)n(C)c(=O)n2C	4	103	-2	10	95	104	101	105
